# Compound activity deposited in PubChem by several laboratories.
# TMEM16A act – activates or potentiates the mouse TMEM16A chloride channel. Q8BHY3. HEK293 TMEM16A/YFP-H148Q/I152L, iodide quench fluorescence; stronger effect = lower value. B-score at 10 µM. 0.3% of 340,000 active. AID 623877;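 active means fluorescence-ratio B-score plate-corrected deviation score at least 3 library SD below zero, with starting fluorescence score within 5 deviations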;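 further: channel opened by trigger with iodide after compound preincubation; score built on the fluorescence ratio of max minus min over baseline; more negative score means more quench and so TMEM16A activation or potentiation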
# RGS4 inh – human RGS4 inhibition; P49798; HEK293 M3R/RGS4 inducible, Fluo-4 calcium flux; stronger effect = higher value; triggered by carbachol at its EC20; B-score at 10 µM; 0.45% of 310,000 active;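 active means B-score, a plate-corrected calcium signal, over three deviations above library mean, with baseline fluorescence within five deviations of library mean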;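 further: RGS4 expression induced by doxycycline in cells with stable M3 receptor; B-score is computed from the integrated fluorescence ratio over baseline after carbachol; higher B-score means a larger calcium signal and so more RGS4 inhibition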
# Target sequence (P49798 whole entry, looked up): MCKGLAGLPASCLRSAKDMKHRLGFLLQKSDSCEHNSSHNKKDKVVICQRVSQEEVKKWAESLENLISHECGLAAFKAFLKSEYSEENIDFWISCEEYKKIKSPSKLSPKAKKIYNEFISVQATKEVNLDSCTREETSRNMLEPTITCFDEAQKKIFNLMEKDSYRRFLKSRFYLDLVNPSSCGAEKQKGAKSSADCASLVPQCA
# HDAC3 inhib – blocks human histone deacetylase 3. O15379. recombinant HDAC3, fluorogenic peptide/trypsin coupled, fluorescence. inhibition, % at 8.3 µM. 0.15% of 320,000 active. AID 2718; in the data active means inhibition above about 26%, passing the limit was not always enough
# Target sequence (O15379 whole entry, looked up): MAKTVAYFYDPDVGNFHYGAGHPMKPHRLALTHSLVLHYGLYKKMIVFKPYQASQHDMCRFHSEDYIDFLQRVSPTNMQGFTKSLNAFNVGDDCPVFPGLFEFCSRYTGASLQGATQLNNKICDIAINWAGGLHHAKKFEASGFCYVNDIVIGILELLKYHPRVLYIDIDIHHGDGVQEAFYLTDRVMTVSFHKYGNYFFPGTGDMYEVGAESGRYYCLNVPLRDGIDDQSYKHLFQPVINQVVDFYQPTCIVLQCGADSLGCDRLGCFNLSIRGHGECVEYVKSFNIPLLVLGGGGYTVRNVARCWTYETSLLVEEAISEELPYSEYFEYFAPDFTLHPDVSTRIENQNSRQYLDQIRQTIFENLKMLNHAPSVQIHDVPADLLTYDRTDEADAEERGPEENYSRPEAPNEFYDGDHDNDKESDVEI
# KCNQ1 act – human KCNQ1 channel potentiation or activation; P51787; CHO-K1 KCNQ1, thallium flux FluxOR fluorescence; stronger effect = higher value; B-score at 10 µM; 0.35% of 310,000 active;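 active means fluorescence ratio B-score, a plate-corrected score, at least three library SD, with initial intensity B-score within 5 SD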
#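 Assay system: CHO-K1 cells stably expressing KCNQ1; Medium: assay buffer with matched DMSO; Also added: K+/Tl+ depolarizing stimulus; Dosing: single dose; Timing: dye 90 min, compound 20 min, room temperature; Measured by: kinetic FluxOR thallium fluorescence, 10-s 1-Hz baseline, 110-s post-stimulus read; Read-out: peak-minus-minimum fluorescence over initial fluorescence, negative-control normalized, B-scored.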
# RGS4 act – potentiators or activators of RGS4. HEK293 M3R/inducible RGS4, carbachol calcium flux Fluo4; stronger effect = lower value. B-score at 10 µM. 0.92% of 310,000 active. AID 463111;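 active means B-score of the integrated calcium signal more than 4 SD below the library mean, with starting fluorescence not abnormally high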;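 further: negative B-score means reduced calcium response which marks RGS4 activation or potentiation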
#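 Material: M3R-expressing HEK293 line, RGS4 induced by doxycycline | Schedule: Overnight RGS4 induction, 30 min dye load 37 °C, 20 min compound RT | Measured by: Fluo4 fluorescence kinetic imaging of calcium | Read-out: Integrated calcium ratio converted to B score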
# hERG protect – shields human hERG channel from block by proarrhythmic agents. CHO-hERG, FluxOR thallium flux, dofetilide IC70 present. 0.51% of 310,000 active. AID 1511. activation (rescue from dofetilide block), less the hit threshold, % at 10 µM;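 active means activation above the mean of controls blocked by dofetilide plus 5 SD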;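 further: thallium influx through hERG after potassium depolarization seen as dye fluorescence rise; in these data hits start at about 4.7%; inactives centre near -7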
# KCNK9 inh – human KCNK9 channel inhibition; HEK293 KCNK9, FluxOR thallium flux fluorescence; stronger effect = lower value; 1.2% of 310,000 active; AID 488922; Q9NPC2; B-score at 10 µM;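 active means ratio B-score over 3 SD below the library mean, with starting fluorescence within 5 SD of its mean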;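 further: negative B-score means less thallium flux so channel inhibition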
# Target sequence (Q9NPC2 whole entry, looked up): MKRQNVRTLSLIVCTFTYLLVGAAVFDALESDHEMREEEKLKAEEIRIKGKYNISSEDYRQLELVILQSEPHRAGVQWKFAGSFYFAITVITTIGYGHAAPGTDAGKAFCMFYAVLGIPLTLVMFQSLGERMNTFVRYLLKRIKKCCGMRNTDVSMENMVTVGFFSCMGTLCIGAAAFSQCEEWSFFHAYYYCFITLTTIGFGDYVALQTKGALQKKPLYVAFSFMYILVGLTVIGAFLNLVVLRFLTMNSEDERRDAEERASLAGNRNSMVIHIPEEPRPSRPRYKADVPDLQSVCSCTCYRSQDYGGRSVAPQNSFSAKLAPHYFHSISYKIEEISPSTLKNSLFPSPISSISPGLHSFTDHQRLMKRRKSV
# KCNQ1 inh – human KCNQ1 channel inhibition; P51787; CHO-K1 KCNQ1, FluxOR thallium flux fluorescence; stronger effect = higher value; B-score at 10 µM; 1.3% of 310,000 active;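 active means compounds whose thallium flux B-score, printed positive for inhibition, exceeds three library SD while starting fluorescence stays within three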;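 further: channel opened by potassium depolarization with thallium stimulus after 20 min compound exposure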
# SKKanGAS inh – SKKanGAS growth inhibition; 1.3% of 300,000 active; inhibition, % at 7.5 µM; S. pyogenes SKKanGAS, kanamycin growth, BacTiter-Glo, 6 h;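 active means mean replicate score, as percent of positive control median, at least 50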;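 further: strain carries kanamycin resistance gene driven by streptokinase promoter and grows in 40 µg/ml kanamycin; loss of luminescence reflects streptokinase promoter inhibition or plain growth inhibition; 0% = median of DMSO wells and 100% = positive control at its reference dose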
# KCNK3 block – human KCNK3 channel inhibition, primary screen; O14649; CHO-KCNK3 thallium flux, FluxOR fluorescence; stronger effect = lower value; B-score at 10 µM; 0.84% of 340,000 active; AID 602410;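 active means B-score under library mean minus 4 SD, starting fluorescence ratio at most library mean plus 5 SD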;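 further: more negative B-score means stronger inhibition of thallium flux through KCNK3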
# TMEM16A inh – mouse TMEM16A channel inhibition, primary screen; Q8BHY3; HEK293 TMEM16A/YFP iodide influx fluorescence, ionomycin; normalized B-score (activity score, 25-100; higher = stronger inhibition) at 10 µM; 1.2% of 310,000 active;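 active means ratio plate-corrected score three or more library SD toward inhibition, starting fluorescence score within five deviations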;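 further: score derived from kinetic fluorescence span divided by baseline fluorescence per well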
# Active calls of the source: *; i = inactive; x = not tested or not shown. These rows are one share of the data. The share of hits here may be higher or lower than overall.
SMILES,TMEM16A act,RGS4 inh,HDAC3 inhib,KCNQ1 act,RGS4 act,hERG protect,KCNK9 inh,KCNQ1 inh,SKKanGAS inh,KCNK3 block,TMEM16A inh
CCCC/C(=N\O)c1c[nH]c2ccccc12,i,i,5,i,i,1,-7.5*,i,0,i,i
Cc1cccc(C2=NCC(=O)N(CC(=O)NCc3ccco3)c3sc4c(c32)CCCC4)c1,i,i,5,i,i,-7,-11*,i,11,i,i
CCOC(=O)c1c(C)n(COCCO)c2ccc(O)cc12,i,i,2,i,i,-13,i,i,-3,i,i
O=C(c1cc2c(s1)CCCC2)N1CCC2(CC1)OCCO2,i,i,-2,i,i,-8,i,i,1,i,i
COc1ccccc1OCC(=O)N1CCCC(N2CCN(c3ccc(F)cc3)CC2)C1 (configuration not stated),i,i,-12,i,i,-4,i,i,10,i,i
COc1ccc(CC2C(=O)N(c3ccccc3)C(=O)N(c3ccccc3)C2=O)c(OC)c1,i,i,1,i,i,-9,i,i,0,i,i
Cc1ccccc1-c1nc2ccccc2c(=O)n1C,i,i,0,i,i,-12,i,i,3,i,i
CC(C)n1nnnc1CN1CCN(C)CC1,i,i,-5,i,i,-6,i,i,5,i,i
O=C(Cc1ccccc1)N1CCN(Cc2c[nH]c3ccccc23)CC1,i,i,6,i,i,-7,i,i,0,i,i
CC(=O)N1CCN(CC(=O)Nc2ccc(C#N)c(Cl)c2)CC1,i,i,3,i,i,-21,i,i,x,i,i
CCn1c(O)c(C=NCCN2CCOCC2)c(=O)n(CC)c1=S,i,i,4,i,i,-3,i,i,-3,i,i
O=c1c2ccccc2nc(/C=C/c2ccc(O)cc2)n1-c1ccc(O)cc1,i,i,1,i,i,-2,i,i,12,i,i
C=CCn1c(O)c(C(C)=NCc2cc(OC)cc(OC)c2)c(=O)[nH]c1=O,x,i,0,i,i,-6,i,i,-3,i,i
N#Cc1ccc(NC(=O)CCNC(=O)c2ccco2)cc1Cl,i,i,0,i,i,-10,i,i,1,-10*,i
CCC(C(=O)N1C[C@H]2C[C@@H](C1)c1cccc(=O)n1C2)c1ccccc1 (some centres not stated),i,i,-2,i,i,-4,i,i,-1,i,i
Cc1oc(-c2ccccc2)nc1CN1C(=O)C(C)N=C(c2ccccc2F)c2cc(Cl)ccc21 (configuration not stated),i,i,5,i,i,-17,i,i,10,i,i
CN(C)C1(c2nnnn2CCOC(=O)Nc2ccc(Cl)cc2)CCCCC1,i,i,11,i,i,-8,i,i,-1,i,i
O=c1cc(CN2CC=C(c3ccccc3)CC2)c2c(ccc3ccccc32)o1,i,i,-11,i,i,-10,i,i,-7,i,i
CC(=NCC1CCCO1)c1c(O)n(-c2ccc(Cl)cc2)c(=O)[nH]c1=O (configuration not stated),i,i,2,i,i,-4,i,i,-6,i,i
CCOP(=O)(OCC)C(O)c1ccc(OC)cc1OC (configuration not stated),i,i,-12,i,i,-5,i,i,5,i,i
CN1CCN(c2cc(N3CCNCC3)ccc2[N+](=O)[O-])CC1,i,i,9,i,i,-13,i,i,-12,i,i
O=C(O)C(Cc1cnc[nH]1)NS(=O)(=O)c1ccc(Cl)cc1 (configuration not stated),i,i,5,i,i,-8,i,i,2,i,i
Cc1cc(N=Nc2ccccc2C)ccc1N,i,x,5,x,x,x,x,x,3,i,i
CN1C(=O)C(=Cc2ccc(N3CCOCC3)o2)C(=O)N(C)C1=S,i,i,11,i,i,-10,i,i,5,i,i
CC(=O)C1C2c3ccccc3O[C@@]1(C)N=c1s/c(=C/c3ccoc3)c(=O)n12 (some centres not stated),i,i,1,i,i,-5,i,7*,-1,i,i
O=C(O)CCn1cc(C=C2C(=O)NC(=S)NC2=O)c(-c2ccccc2)n1,i,i,-5,i,i,-8,i,i,-2,i,i
COc1ccc(CCNCc2ccc(SC)cc2)cc1,x,i,1,i,i,-10,i,i,12,x,i
CCN(CC)CC(O)c1ccc(C2CCCC2)cc1 (configuration not stated),i,i,-1,i,i,-13,i,i,-14,i,i
Cc1cccc2c1N(N=O)CCC2,i,i,7,i,i,-6,i,i,-1,i,i
Cc1cc(C)nc(N2Cc3ccccc3C2=N)n1,i,i,7,i,i,-9,i,i,-1,i,i
CCCSP1(=S)NCCCO1 (configuration not stated),i,i,3,i,i,-7,i,i,-14,i,i
Cc1cc(/C=C2\C(=O)NC(=O)N(c3cccc(Br)c3)C2=O)c(C)n1C,i,i,-1,i,i,-5,i,i,-4,i,i
Cc1ccc(-c2nn(Cc3ccccc3)cc2C=O)cc1C,i,i,-3,i,i,-8,i,i,-4,i,i
Cn1c(C(=O)O)c(CC(=O)N2CCN(Cc3ccccc3)CC2)c2ccccc21,i,i,-9,i,i,-12,i,i,8,i,i
CN1CCN(CCC(C#N)(c2ccccc2)c2ccccc2)CC1,i,i,1,i,-7.7*,-8,i,i,-5,i,i
COc1ccccc1OP(=O)(Nc1cccnc1)Oc1ccccc1OC,i,i,-8,i,i,-10,i,i,-7,i,i
C=CCn1c(O)c(C=Nc2c(C)n(C)n(-c3ccccc3)c2=O)c(=O)[nH]c1=O,i,i,3,i,i,-7,i,i,-17,i,i
COc1ccccc1CNC(=O)CCC(=O)N1C[C@H]2C[C@@H](C1)c1cccc(=O)n1C2,i,i,0,i,i,-5,i,i,6,i,i
CCN(c1ccc(C(O)(C(=O)OC)C(F)(F)F)cc1)S(=O)(=O)c1ccccc1 (configuration not stated),i,i,9,i,i,-12,i,i,0,i,i
NS(=O)(=O)c1ccc(-c2ccc(C=C3C(=O)NC(=S)NC3=O)o2)cc1,x,i,5,i,i,2,i,i,-5,x,i
CCOP(=O)(OCC)c1ccc(O)cc1,i,i,6,i,i,-7,i,i,-3,i,i
O=C1NC(=O)C2(C(=O)N1)C(c1ccc(F)cc1)NC(=S)NC2c1ccc(F)cc1 (configuration not stated),i,i,4,i,i,-9,i,i,11,i,i
COc1ccc2c(c1)c(C(=O)O)c(C)n2C(C)C,i,i,-5,i,i,-10,i,i,0,i,i
CC(=O)c1ccc(NC(=O)N2C[C@H]3C[C@@H](C2)c2cccc(=O)n2C3)cc1,i,i,8,i,i,-9,i,i,7,i,i
O=c1c2ccccc2nc(-c2ccc([N+](=O)[O-])cc2)n1-c1ccccc1,i,i,-4,i,i,-8,i,i,6,i,i
COc1ccc(C2CC(c3c(O)n(CCc4ccccc4)c(=O)[nH]c3=O)=NN2)cc1OC (configuration not stated),i,8.1*,2,i,i,-9,i,i,-4,i,i
CC1=C2C(=O)C3C(CC=C4CC(O)CCC43C)C2CCC12OC1CC(C)CNC1C2C (configuration not stated),i,i,0,i,i,-6,i,i,1,i,i
COc1ccc(C(CC(=O)N2CCC3(CC2)OCCO3)NS(=O)(=O)c2ccc(C)cc2)cc1 (configuration not stated),i,i,-3,i,i,-10,i,i,-9,i,i
CCOC(=O)CNC(=O)CNC(=O)C(Cc1ccc(N(CCCl)CCCl)cc1)NC(C)=O (configuration not stated),i,i,10,i,i,-5,i,i,-2,i,i
CC(=O)c1ccc(OC(=O)N(C)c2ccccc2)cc1,i,i,-3,i,i,-12,i,i,-8,i,i

# Next section.
SMILES,TMEM16A act,RGS4 inh,HDAC3 inhib,KCNQ1 act,RGS4 act,hERG protect,KCNK9 inh,KCNQ1 inh,SKKanGAS inh,KCNK3 block,TMEM16A inh
Cc1cccc(-n2c(O)c(C=NCCCN3CCOCC3)c(=O)[nH]c2=O)c1C,i,i,-1,i,i,-3,i,i,-1,i,i
O=C(Cc1ccccc1)N1CCN(C2CCCC2)CC1,i,i,1,i,i,1,i,i,1,i,i
O=C(CN1CCN(Cc2ccc(Cl)cc2)C1=O)N1CCC2(CC1)OCCO2,i,i,-2,i,i,-6,i,i,2,i,i
CC(C)N1C(=O)CCC1C(=O)N1CCC2(CC1)OCCO2 (configuration not stated),i,i,-12,i,i,-11,i,i,-11,i,i
COc1ccc(OC)c(CN2CCCC(C(=O)c3sccc3C)C2)c1 (configuration not stated),i,i,3,i,i,-13,i,i,-4,i,i
COc1ccc(/C=N/N=C(/N)N[N+](=O)[O-])c(OC)c1,i,i,3,i,i,-7,i,i,-14,i,i
OC1(c2ccccc2F)CC2CCC(C1)N2CCN1CCOCC1 (configuration not stated),i,i,2,i,i,-1,i,i,-3,i,i
CCOc1ccc(N=C2SCCCN2C)cc1,i,i,9,i,i,-8,i,i,2,i,i
CC1=Nc2ccccc2/C1=C/c1c(O)n(C)c(=O)[nH]c1=O,i,i,11,i,i,-8,i,i,0,i,i
C/C(=N\N1CCCCCC1)c1c(O)n(-c2ccccc2C)c(=O)[nH]c1=O,i,i,5,i,i,-2,i,i,-1,i,i
CCC(=NCc1ccco1)c1c(O)n(-c2ccccc2)c(=O)[nH]c1=O,i,i,6,i,i,-5,i,i,-5,i,i
Cc1ccccc1-n1c(O)c(C=Nc2ccc3c(c2)OCO3)c(=O)[nH]c1=O,i,i,6,i,i,-15,i,i,8,i,i
COC(=O)c1nc(-c2ccc3c(n2)C(=O)C(N)=C(OC)C3=O)c(N)c(-c2ccc(OC)c(OC)c2O)c1C,i,i,2,i,i,-2,i,i,34,i,i
COC1=CC(=O)OC(/C=C/c2ccccc2)C1 (configuration not stated),i,i,0,i,i,-6,i,i,-4,i,i
CC(C)N1CCC2(CC1)NC(CO)(CO)CO2,i,i,-6,i,i,-14,i,i,-5,i,i
CN(C)CCN=Cc1c(O)n(C2CCCCCC2)c(=O)[nH]c1=O,i,i,10,i,i,-6,i,i,-3,i,i
COc1cc2c(cc1O)C[C@H]1NCCc3cc4c(c-2c31)OCO4,i,i,-14,i,i,-4,i,i,1,i,i
CN(C)C(=O)Oc1ccc2c(c1)O/C(=C\c1cccc([N+](=O)[O-])c1)C2=O,i,i,-3,i,i,-8,i,i,1,i,i
O=C(c1ccc2c(c1)OCO2)C1CCCN(Cc2ccc(F)c(F)c2)C1 (configuration not stated),i,i,1,i,i,-13,i,i,14,i,i
O=C(N/N=C/c1c(O)n(CCc2ccccc2)c(=O)[nH]c1=O)c1ccncc1,i,i,7,i,i,-11,i,i,23,i,i
S=C=Nc1ccccn1,i,i,3,i,i,-3,i,i,5,i,i
